High-throughput results from PubChem.
M1 antag: antagonists of rat M1 muscarinic receptor. Muscarinic acetylcholine receptor M1 (Rattus norvegicus), P08482. CHO-M1 cells, Fluo-4 calcium, ACh EC80 antagonist mode; stronger effect = lower value. B-score at 10 µM. 64,000 compounds, 3.4% hits. AID 628, 2007;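 active = calcium fluorescence response, raw or row-and-column corrected B-score, differing from the plate sample mean either way at a set confidence level, mostly lower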
Target sequence (P08482 whole entry, looked up): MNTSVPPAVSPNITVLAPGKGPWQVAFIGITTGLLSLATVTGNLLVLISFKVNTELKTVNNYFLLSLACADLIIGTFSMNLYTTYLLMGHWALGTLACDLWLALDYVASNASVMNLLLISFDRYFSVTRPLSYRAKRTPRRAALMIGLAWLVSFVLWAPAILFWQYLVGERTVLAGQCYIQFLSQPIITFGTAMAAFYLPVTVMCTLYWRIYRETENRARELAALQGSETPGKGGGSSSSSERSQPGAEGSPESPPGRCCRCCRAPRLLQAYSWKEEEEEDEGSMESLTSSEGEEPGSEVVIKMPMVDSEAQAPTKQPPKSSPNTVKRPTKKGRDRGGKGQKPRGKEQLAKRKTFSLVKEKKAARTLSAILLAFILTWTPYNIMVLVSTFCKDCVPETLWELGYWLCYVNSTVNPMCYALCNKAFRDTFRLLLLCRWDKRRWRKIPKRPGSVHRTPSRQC
M1 ag: M1 muscarinic receptor agonists, primary screen, CHO-M1 cells, Fluo-4 calcium, agonist mode | B-score at 10 µM | AID 626, 2007 | 64,000 compounds, 3% hits | Fluo-4 calcium fluorescence; stronger effect = higher value;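 active = fluorescence rise, raw or as B-score row- and column-corrected plate score, outside the 99.7% band of its plate's samples, either direction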
* hit, by the source's call. The list is partial, so the mix of outcomes need not match the whole.

1. CC1CCc2nc(N)c(C#N)c(-c3cccnc3)c2C1 (stereo not given)
- M1 antag = 0.271
- M1 ag = 0.334

2. COC(=O)c1c(-c2ccc(F)cc2)csc1NC(=O)c1ccco1
- M1 antag = 1.5
- M1 ag = -0.911

3. CCN1C(=C2C(=O)c3ccccc3C2=O)C=Cc2ccccc21
- M1 antag = 0.144
- M1 ag = 0.0521

4. CCN1CCCC1CNC(=O)Cn1ncc2c(=O)oc3ccc(C)cc3c21 (stereo not given)
- M1 antag = 0.0339
- M1 ag = 0.171

5. O=C(OCCNC(=O)c1ccc2ccccc2n1)c1cccnc1
- M1 antag = 0.1
- M1 ag = 3.22*

6. O=C1C2CC=C(Cl)CC2C(=O)N1CCc1c[nH]c2ccccc12 (stereo not given)
- M1 antag = 0.79
- M1 ag = 1.53

7. CCCCn1c(NCCO)nc2ccccc21
- M1 antag = 0.0027
- M1 ag = -0.0502

8. O=C(Nc1ccc(O)cc1)C1CC=CCC1 (stereo not given)
- M1 antag = -0.449
- M1 ag = -1.15

9. c1ccc(-c2ccc(-c3nc(-c4ccccn4)no3)cc2)cc1
- M1 antag = 1.12
- M1 ag = 0.888

10. COc1cc2c(cc1NC(=O)c1ccco1)CCCC2
- M1 antag = 0.571
- M1 ag = 0.129

11. Cc1ccccc1C1CC(c2ccc(F)cc2)Nc2nc(N)nn21 (stereo not given)
- M1 antag = -0.033
- M1 ag = -0.599

12. CC1(C)CC(=O)C(C=NC2CC(C)(C)NC(C)(C)C2)=C(O)C1
- M1 antag = 0.704
- M1 ag = -0.121

13. CCOC(=O)C1C(c2cccc(Cl)c2Cl)NC(=O)NC1(O)C(F)(F)F (stereo not given)
- M1 antag = -0.351
- M1 ag = 0.018

14. Cc1ccc(-c2ccc(CCC(=O)O)n2CC(=O)O)cc1
- M1 antag = -0.00153
- M1 ag = -0.78

15. O=C(c1cccc(F)c1)N1CCc2ccccc21
- M1 antag = 0.535
- M1 ag = 1.43

16. O=C(Nc1ccc(Cl)cc1)c1ccncc1
- M1 antag = -0.331
- M1 ag = -0.0213

17. Cc1cc(C)cc(OCC(=O)NCC2CCCO2)c1 (stereo not given)
- M1 antag = 0.943
- M1 ag = 0.911

18. COC(=O)c1cccc(Oc2nc3c(c(=O)n(C)c(=O)n3C)n2C(C)C)c1
- M1 antag = 0.151
- M1 ag = -0.423

19. COc1ccc2occ(C(=O)c3ccc(N=C(C)N(C)C)cc3)c2c1
- M1 antag = -1.39
- M1 ag = -0.201

20. COc1ccc(Nc2cccccc2=O)cc1
- M1 antag = 0.516
- M1 ag = -0.858

21. COc1ccc(NCCNc2ccc(OC)cc2)cc1
- M1 antag = 0.706
- M1 ag = 0.193

22. CC1(C)Cc2ccccc2C(N)=C1C#N
- M1 antag = 0.737
- M1 ag = 2.21

23. CCOC(=O)Cn1c(=O)oc2cc(S(=O)(=O)NCCCc3ccccc3)ccc21
- M1 antag = -0.349
- M1 ag = 0.0502

24. CC(Oc1ccc(Cl)cc1Cl)c1nc(-c2ccccn2)no1 (stereo not given)
- M1 antag = 0.448
- M1 ag = -0.811

25. Cc1ccc2[nH]c(-c3ccccc3)c(CN3CCN(C)CC3)c(=O)c2c1
- M1 antag = 1.66
- M1 ag = -0.232

Exported as tab-separated lines: part of the list above.
no.	molecule	M1 antag	M1 ag
16	O=C(Nc1ccc(Cl)cc1)c1ccncc1	-0.331	-0.0213
17	Cc1cc(C)cc(OCC(=O)NCC2CCCO2)c1 (stereo not given)	0.943	0.911

Filtered by structure: the compounds so far with sulfur
2. COC(=O)c1c(-c2ccc(F)cc2)csc1NC(=O)c1ccco1
- M1 antag = 1.5
- M1 ag = -0.911

23. CCOC(=O)Cn1c(=O)oc2cc(S(=O)(=O)NCCCc3ccccc3)ccc21
- M1 antag = -0.349
- M1 ag = 0.0502

(listing goes on)
26. c1ccc(-c2noc(-c3cccs3)n2)nc1
- M1 antag = 0.98
- M1 ag = -0.458

27. CCS(=O)(=O)C(=C(Nc1ccc(OC)cc1)Nc1ccc(OC)cc1)S(=O)(=O)CC
- M1 antag = 1.19
- M1 ag = 0.626

28. O=S1(=O)C=C(N2CCOCC2)c2ccccc21
- M1 antag = 0.197
- M1 ag = 0.0155

29. Cc1ccc(Nc2nc(OC(C(F)(F)F)C(F)(F)F)nc(N3CCOCC3)n2)cc1
- M1 antag = -3.73*
- M1 ag = 0.158

30. CS(=O)(=O)N(CC(=O)N1CCN(c2ccccc2)CC1)c1cc(C(F)(F)F)ccc1Cl
- M1 antag = 0.443
- M1 ag = -0.74

31. Cc1occc1C(=O)N1CCN(Cc2ccccc2)CC1
- M1 antag = 0.459
- M1 ag = -0.011

32. O=C(O)/C=C1\NC(=O)c2ccccc21
- M1 antag = -0.183
- M1 ag = 0.153

33. CC1(C)OC(=O)C(=C2CCCN2)C(=O)O1
- M1 antag = 0.327
- M1 ag = -0.665

34. Cc1ccc(N2C(=O)c3ccccc3C2=O)cc1C
- M1 antag = -0.0269
- M1 ag = 0.143

35. COc1cc(C(=O)OCCN2CCOCC2)cc(OC)c1OC
- M1 antag = 0.885
- M1 ag = 0.325

36. CCOC(=O)C1CCN(Cc2ccc(OC)cc2OC)CC1
- M1 antag = -0.39
- M1 ag = -0.00538

37. CCOC(=O)N1CCN(CC(=O)Nc2ccc(C)cc2)CC1
- M1 antag = -0.727
- M1 ag = -0.196

38. CC12CCC(C(=O)Nc3ccc4c(c3)OCCO4)(OC1=O)C2(C)C (stereo not given)
- M1 antag = 0.0889
- M1 ag = -0.815

39. N#Cc1ccccc1NC(=O)Nc1cccc(Cl)c1
- M1 antag = -1.2
- M1 ag = 3.31

40. Cc1ccc(S(=O)(=O)NCCOC(=O)Nc2sc(=S)n(C)c2C)cc1
- M1 antag = -1.32
- M1 ag = 0.68

41. COc1ccccc1N(CC(=O)Nc1c(C)cccc1C)S(C)(=O)=O
- M1 antag = 0.327
- M1 ag = 0.742

42. C=CCSC1=N/C(=C\c2ccc(C)o2)C(=O)S1
- M1 antag = -0.488
- M1 ag = -1.05

43. COc1ccc(C(=O)/C=C/Nc2cc(C)on2)cc1
- M1 antag = -0.38
- M1 ag = 0.136

44. O=C(Nc1ccc2snnc2c1)N1CCSCC1
- M1 antag = 0.271
- M1 ag = 0.108

45. COC(=O)CCC(=O)Oc1ccc(OC(=O)CCC(=O)OC)cc1
- M1 antag = 0.0269
- M1 ag = -1.33

46. C=C(C)Cn1c(N2CCN(CC)CC2)nc2c1c(=O)[nH]c(=O)n2C
- M1 antag = 0.423
- M1 ag = -1.12

47. C(=N\c1nccs1)/c1c[nH]c2ccccc12
- M1 antag = 0.274
- M1 ag = 0.722

48. CCN1C(=O)CSC1=NC1C2CC3CC(C2)CC1C3 (stereo not given)
- M1 antag = -0.00339
- M1 ag = 0.729

49. COc1cc(C(C)=O)ccc1OC(=O)C(C)N1C(=O)c2ccccc2C1=O (stereo not given)
- M1 antag = -0.673
- M1 ag = -0.426

50. CCSc1nc2ccccc2n1CC(=O)N1CCOCC1
- M1 antag = -0.00858
- M1 ag = -0.0699

Entries above printed as active in M1 ag:
5. O=C(OCCNC(=O)c1ccc2ccccc2n1)c1cccnc1
- M1 antag = 0.1
- M1 ag = 3.22*

(continued)
51. Cc1ccccc1C1CC(c2ccccc2)Nc2ncnn21 (stereo not given)
- M1 antag = -0.0881
- M1 ag = -0.177

52. CCOC(=O)CCCNC(=O)c1cncc(Br)c1
- M1 antag = -0.194
- M1 ag = -0.118

53. CCc1nnc(NC(=O)c2cccc(OC)c2)s1
- M1 antag = 0.0923
- M1 ag = 0.203

54. CN1CCN(C(=O)C23CC4CC(CC(C4)C2)C3)CC1
- M1 antag = 0.106
- M1 ag = -0.0155

55. COc1ccc(C(=O)OC(COc2ccccc2)Cn2ccnc2)cc1 (stereo not given)
- M1 antag = 1.43
- M1 ag = -0.596

56. CCOC(=O)c1nc(N)sc1C(=O)OCC
- M1 antag = 0.517
- M1 ag = -0.179

57. CCOc1ccc(NC(=O)C2CC(C)=C(C)CC2C(=O)O)cc1 (stereo not given)
- M1 antag = 2.2
- M1 ag = 1.22

58. COC(=O)CCC(=O)Nc1cccc2c(NC(=O)CCC(=O)OC)cccc12
- M1 antag = 0.0939
- M1 ag = -0.357

59. C(=N\c1nccs1)/c1cccnc1
- M1 antag = 0.697
- M1 ag = 0.193

60. Nc1ccc(C(=O)Nc2nc3ccccc3s2)cc1
- M1 antag = -0.366
- M1 ag = 0.176

61. CCOc1ccc(OCC)c(S(=O)(=O)NCc2cccnc2)c1
- M1 antag = 0.886
- M1 ag = -0.257

62. CCc1nc(N)c(C#N)c(-c2ccco2)c1C
- M1 antag = 1.03
- M1 ag = 0.0273

63. CCCN1C(=O)c2cc(C(=O)NCc3ccc(OC)cc3)ccc2C1O (stereo not given)
- M1 antag = 0.206
- M1 ag = -0.765

64. CCOc1ccc(C(=O)COC(C)=O)cc1
- M1 antag = 0.0366
- M1 ag = 0.523

65. CCCCNC(=O)Oc1cccc(N2CCCC2=O)c1
- M1 antag = 0.00209
- M1 ag = -0.203

Part of the list above, in transposed form.
[60] Nc1ccc(C(=O)Nc2nc3ccccc3s2)cc1
[55] COc1ccc(C(=O)OC(COc2ccccc2)Cn2ccnc2)cc1 (stereo not given)
[54] CN1CCN(C(=O)C23CC4CC(CC(C4)C2)C3)CC1
[59] C(=N\c1nccs1)/c1cccnc1
[51] Cc1ccccc1C1CC(c2ccccc2)Nc2ncnn21 (stereo not given)

entry no.,60,55,54,59,51
M1 antag,-0.366,1.43,0.106,0.697,-0.0881
M1 ag,0.176,-0.596,-0.0155,0.193,-0.177
